# GAA spleen mod: inhibitors or activators of human alpha-glucosidase in spleen homogenate; human spleen homogenate, 4-MU-alpha-glucoside fluorescence; hit rate 0.006% among 240,000; Potency, µM (highest dose often 79.9 µM), without a hit: at the top dose activity change, negative = inhibition, most hits filed as inhibitors; P10253;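 also: 0% = enzyme with vehicle and -100% = no enzyme basal signal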
#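 AC50 values come from Hill-equation fits of concentration-response data, normalized to no-enzyme and full-activity controls. Enzyme source: 1 ug human spleen homogenate; 1 mM fluorogenic 4-MU glucoside, pH 5.0 citrate buffer, 37 C, 40 min.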
# GAA inh: blocks human lysosomal alpha-glucosidase; purified human GAA, 4-MU-alpha-glucoside fluorescence; hit rate 0.005% among 200,000; P10253; Potency, µM (titrated, usually from 76.9 µM), for inactives: top-dose activity change, negative = inhibition, most hits filed as inhibitors; AID 1466;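 also: plate controls were uninhibited enzyme wells for no effect and no-enzyme background for full effect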
#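 Fluorogenic assay: 4 nM human alpha-glucosidase with 400 uM 4-methylumbelliferyl-alpha-D-pyranoside in 50 mM citrate/phosphate, 0.005% Tween-20, pH 5.0, 20 min at room temperature. Compounds tested up to 77 uM; AC50 from Hill fits.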
# HttQ103 aggreg: mutant huntingtin aggregation inhibition. PC12 HttQ103-GFP aggregates, Acumen cytometry, 40 h. Potency, µM (titrated, usually from 46.1 µM), inactives show top-dose activity change, negative = inhibition, hits mostly inhibitors. hit rate 1.1% among 220,000. AID 1688; also: % is scaled to controls: 0 for no effect and ±100 for the full control effect; nearly all actives have a fitted effect of over 60% in size
#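 Using laser scanning cytometry, GFP-positive aggregates were counted after lysis of PC12 cells induced with 100 nM tebufenozide to express HTT exon 1 Q103–GFP. Compounds were tested in titration.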
# IMPase Li cell: membrane-permeable IMPase blocker, potentiated with lithium; CHO-M1 cells, IP1 TR-FRET (IP-One), carbachol + lithium; Potency, µM (doses to about 59.4 µM), without a hit: at the highest dose activity, negative = IMPase inhibition, hits mostly inhibitors; hit rate 0.35% among 210,000;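 also: IP1 builds up when IMPase is blocked and the TR-FRET signal falls; plate controls were basal vehicle for no effect and high inhibitor control for full effect; nearly all actives have a fitted effect of over 50% in size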
#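 CHO-M1, 2000 cells/well, 16–30 h culture; cpd + low Li+, 30 min 37C; lysis with d2-IP1/Eu-anti-IP1 Ab, 10 min RT; TR-FRET 665/620 ratio and 620 channel; AC50 via Hill.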
# GAA glycogen: inhibitors or activators of human alpha-glucosidase glycogen cleavage | P10253 | recombinant GAA, glycogen substrate, Amplex Red glucose oxidase fluorescence | Potency, µM (series often up to 76.4 µM), for the others: at the highest dose activity change, negative = inhibition, usual class: inhibitors | hit rate 0.38% among 300,000;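 also: 0% = full enzyme reaction and -100% = no-enzyme basal signal; the screen sought inhibitors and activators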
#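 Recombinant enzyme (4 nM final) with compounds titrated up to 77 uM and bovine liver glycogen (30 ug) in citrate pH 5.0, 0.01% Tween-20, 37 C 40 min. Released glucose detected by Amplex Red/glucose oxidase (Ex 573/Em 610); AC50 from Hill fits.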
# RGS12 GoLoco inh: blocks human Gai1 binding to RGS12 GoLoco peptide, red readout; P63096; Gai1:RGS12 GoLoco peptide FP, rhodamine, 10 min; Potency, µM (titrated, usually from 61.6 µM), for inactives: top-dose activity, negative = inhibition, hits mostly inhibitors; hit rate 0.44% among 230,000; active = well fitted inhibition curve with a large enough effect, not every such curve was filed as active; inactive = no such curve, though single readings can be large or run the other way; also: % is scaled to controls: 0 for no effect and ±100 for the full control effect; nearly all actives have a fitted effect of over 30% in size; many of its hits are not listed in these tables
# Target sequence (P63096 whole entry, looked up): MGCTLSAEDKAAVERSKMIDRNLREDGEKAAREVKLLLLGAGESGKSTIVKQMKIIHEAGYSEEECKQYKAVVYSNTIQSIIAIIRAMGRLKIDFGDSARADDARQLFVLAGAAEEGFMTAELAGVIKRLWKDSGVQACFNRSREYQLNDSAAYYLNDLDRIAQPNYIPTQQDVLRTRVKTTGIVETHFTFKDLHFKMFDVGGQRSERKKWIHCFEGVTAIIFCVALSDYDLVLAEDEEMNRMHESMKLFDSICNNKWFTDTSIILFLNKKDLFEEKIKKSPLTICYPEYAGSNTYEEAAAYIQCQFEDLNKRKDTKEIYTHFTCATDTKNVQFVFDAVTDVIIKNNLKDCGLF
# HTT ATP protect: protects HTT-Q103 PC12 cells, measured by ATP. PC12 HTT-Q103 induced, cytoprotection, ATP luminescence, 40 h. hit rate 0.14% among 230,000. Potency, µM (titrated, usually from 56.4 µM), for inactives: cytoprotection (ATP increase), usual class: activators;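 also: % of control where 0% means no effect; nearly all actives have a fitted effect of over 45% in size; toxic huntingtin expression switched on by the ecdysone agonist tebufenozide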
#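 Compounds added alongside 100 nM tebufenozide, which induces toxic Q103 huntingtin exon 1-GFP in stable PC12 cells; surviving cells quantified by luminescent ATP measurement. Medium: phenol red-free DMEM, 5% equine and 5% calf serum.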
# * hit, by the source's call; ? = inconclusive; . = no result given; [ ] = remark or other dose. Unless noted, calls follow the shape of the dose curve; as a rule, active = well fitted curve in the direction sought with a large enough effect; inconclusive = small, poorly fitted or top-dose-only effect, or another doubt; inactive = no such curve, though single readings can be large; an effect the other way counts as inactive or inconclusive. Potency is read from the fitted curve at half-maximal effect. Only part of the results is shown. The share of hits here may be higher or lower than overall.
# Screens in order – GAA spleen mod, GAA inh, HttQ103 aggreg, IMPase Li cell, GAA glycogen, RGS12 GoLoco inh, HTT ATP protect
Cc1cc(C(=O)N2CCN(c3ccccn3)CC2)no1
    -26%, -1%, 2%, 14%[38.3 µM], 3%, 8%, 9%
Cc1ccc(NC(=O)C(=O)c2cn(CC(=O)N3CCCCC3)c3ccccc23)cc1
    -9%, -8%, -14%, 6%, -1%, 3%, 4%[10 µM]
CCOc1ccc(OC(=O)NC(c2ccccc2)C(Cl)(Cl)Cl)cc1 (stereo not drawn)
    -2%, 6%, -17%, 3%[38.3 µM], ?, -12%, -7%
CCOCCCn1c(=O)c(NC(=O)c2ccc(OCC)cc2)c2n(c1=S)CCCCC2
    -10%, -3%, -8%, 30%[38.3 µM], -1%, 4%, -17%
CCOC(=O)N1CCN(C(=O)c2cn(C)c(=O)c3c2c2ccccc2n3C)CC1
    2%, 9%, 31%, -2%[38.3 µM], -6%, -2%, -18%
O=C(CCNS(=O)(=O)c1cccs1)NCc1ccccc1
    -1%, -11%, 2%, 22%[38.3 µM], 4%, 8%, -8%
O=C1CC(c2cccc(Cl)c2)C(n2cncn2)C(=O)C1C1NCCc2ccccc21 (stereo not drawn)
    -7%, -2%, 2%, 3%[38.3 µM], -1%, -4%, -3%
COc1cccc(C(=O)NC(=O)Nc2cc(C)on2)c1
    ., -5%, -21%, -8%, 4%, 9%, -48%[inhibitor]
Cc1cc(OCc2nn[nH]n2)c2c(-c3ccccc3)cc(=O)oc2c1
    0%, 2%[15.4 µM], 9%, 1%[38.3 µM], 10%, 4%, -1%
CC(=O)c1c(C)[nH]c(C(=O)Nc2ccc(C)c(C)c2)c1C
    1%, -4%, -10%, 24%[38.3 µM], -6%, 20%, -15%
O=C(Cn1nnc(-c2ccc(F)cc2)n1)N1CCCCC1
    0%, -4%, -12%, -4%, 5%, 6%, -41%[inhibitor]
N#Cc1c2n(c3c(=S)nc[nH]c13)CCCCC2
    2%, -2%, 12%, ?, -1%, -40%, ?
COC(=O)c1sc(NC(=S)NC(=O)c2ccccc2)nc1C
    -6%, -2%, 3%, -2%, 5%, 0%, 1%[10 µM]
Cc1nn(C(=O)c2cccc([N+](=O)[O-])c2)c(C)c1Sc1ccccc1
    -3%, 4%, 0%, 6%[38.3 µM], 7%, 11%, -10%
c1ccc(-n2nc3ccccc3n2)cc1
    -5%, 5%, 9%, -2%, 0%, 2%, 24%[10 µM]
Cc1ccc(/C=C2/SC(=S)N(CCC(=O)N3CCN(C)CC3)C2=O)cc1
    4%, -10%, -12%[9.22 µM], 10%, -11%, -4%, 1%[10 µM]
Cc1c(C=O)c(=O)n(-c2ccccc2)n1-c1ccccc1
    8%, 7%, -1%, -8%, 1%, 4%, 5%[10 µM]
Cc1ccc2nc(C)cc(C(=O)OCC(=O)c3ccc(Cl)c([N+](=O)[O-])c3)c2c1
    -11%, 1%, ?, -4%[38.3 µM], -5%, 12%, 1%
O=C(CCCCl)NC(=S)Nc1cc(C(F)(F)F)ccc1N1CCOCC1
    5%, 0%, 3%, 6%, -1%, 8%, -5%[10 µM]
O=C(Nc1cc(C(F)(F)F)ccc1F)C1CCCCC1
    -8%, 0%, -2%, 10%[38.3 µM], 12%, 7%, 1%
Cc1onc(-c2c(Cl)cccc2Cl)c1C(=O)NNc1ccccc1
    2%, -5%, -2%[9.22 µM], ., ?, 8%, 0%[10 µM]
CCOC(=O)Cc1csc(SCC(=O)NC(C)C23CC4CC(CC(C4)C2)C3)n1 (stereo not drawn)
    6%, 4%, 7%, 9%, -4%, -4%, -11%[10 µM]
C/C(=N\OC(=O)c1ccc(Cl)cc1)c1nccs1
    6%, 4%, -1%, 1%[38.3 µM], 5%, 6%, -12%
CCc1nnc(NC(=O)CSc2nnc(-c3ccccc3OC)n2-c2ccccc2)s1
    -4%, -7%, 0%, 4%, 9%, 2%, 12%[10 µM]
COc1ccccc1C(=O)OCCN1CCOCC1
    -5%, 1%, 20%[9.22 µM], 18%[38.3 µM], 6%, 2%, 10%
COc1ccc(NC(=O)Cn2nnc(-c3ccccc3F)n2)cc1
    -3%, -11%, 0%, 20%[38.3 µM], 7%, -14%, 3%[0.074 µM]
O=C(Nc1nnc(-c2ccco2)o1)c1ccc2ccccc2c1
    0%, 7%, -25%, -6%, 6%, 21%, .
CCN=C1NN=C(c2cc(C)n(CCc3ccccc3)c2C)CS1
    -5%, -1%, -15%, -1%, -8%, 13%, -8%
CN(C)S(=O)(=O)c1cccc(NC(=O)CSc2nc3ccccc3[nH]2)c1
    -8%, -5%, ?, 15%, 2%, 10%, -17%
Cn1cccc1C(=O)N1CCC2(CCCN(c3ccncc3)C2)CC1
    -3%, ., ., -15%, ., 12%, ?
Cc1ccc(S(=O)(=O)Nc2ccccc2/C=N/c2nc3ccccc3n2C(C)C)cc1
    0%, -7%, ?, -1%, 9%, -2%, -8%[10 µM]
Cn1nc(-c2ccccc2)c(-c2nc(-c3ccccc3Cl)no2)c1Cl
    -3%, -13%, -9%, 37%[38.3 µM], -15%, -1%, -25%
COc1ccc(S(=O)(=O)N(CCc2ccccc2)CC(=O)O)cc1
    -4%, 1%, 10%, 10%[38.3 µM], -2%, 4%, 13%
COc1ccc(C2(CNC(=O)c3ccc(OC)c([N+](=O)[O-])c3)CCOCC2)cc1OC
    -2%, 4%, 11%, 6%[38.3 µM], 15%, -2%, -19%
CCOC(=O)C1(Cc2ccc(Cl)cc2)CCN(C(=O)CCc2ccncc2)CC1
    7%, -2%, -8%, 25%, -3%, 4%, -23%
O=C(COC(=O)c1ccc2[nH]c3c(c2c1)CCCC3)Nc1ccc(Cl)cc1Cl
    -24%, 5%, -7%, 8%, 0%, -19%, -11%[10 µM]
CN(Cc1ccccc1)C(=O)Nc1ccccc1
    3%, 0%, -6%, -2%[38.3 µM], 0%, 5%, 3%
N#Cc1ccccc1NC(=O)C1SC(=Nc2ccccc2)C(C(=O)Nc2ccc(Cl)cc2)=C1N (stereo not drawn)
    -3%, -17%, 7%, 17%, 2%, 25%, 21%
COc1ccccc1NS(=O)(=O)c1ccc(NC(=O)Cc2cccs2)cc1
    -14%, -4%, -1%, -7%, -7%, 2%, 23%[10 µM]
Cc1ccc(N/C(SCc2ccccc2C)=C(/C#N)C(=O)NCc2ccco2)cc1C
    -6%, -4%, -14%, -6%[38.3 µM], -5%, 2%, -6%

# Compounds shown so far that contain a furan ring, fused or not (2):
# Screens in order – GAA spleen mod, GAA inh, HttQ103 aggreg, IMPase Li cell, GAA glycogen, RGS12 GoLoco inh, HTT ATP protect
O=C(Nc1nnc(-c2ccco2)o1)c1ccc2ccccc2c1
    0%, 7%, -25%, -6%, 6%, 21%, .
Cc1ccc(N/C(SCc2ccccc2C)=C(/C#N)C(=O)NCc2ccco2)cc1C
    -6%, -4%, -14%, -6%[38.3 µM], -5%, 2%, -6%

# Next section:
# Screens in order – GAA spleen mod, GAA inh, HttQ103 aggreg, IMPase Li cell, GAA glycogen, RGS12 GoLoco inh, HTT ATP protect
C#CCOCCOCCOCCNc1nc(N2CCN(C(=O)[C@H](CCC(=O)O)n3cc(C(N)CO)nn3)CC2)nc(N2CCN(C(=O)[C@H](CCC(=O)O)n3cc(C(N)CC(C)C)nn3)CC2)n1 (stereo partly drawn)
    4%, ., -16%[9.22 µM], ., 16%, 10%, 5%[10 µM]
CSc1cccc(NC(=S)N(CCCN2CCCC2)Cc2cccs2)c1
    -8%, 0%, -2%, 11%, -1%, -2%, -16%
CC(=O)Nc1ccc(/C(C)=N/NC(=O)c2ccncc2)cc1
    5%, 2%, 23%, 3%, ?, 10%, -21%
CCOC(=O)C1(Cc2ccc(OC)cc2)CCN(C(=O)Cn2cnnn2)CC1
    4%, ., -12%[9.22 µM], 0%, -6%, 3%, 1%[10 µM]
COc1cc(CNCCc2c[nH]c3ccccc23)ccc1OCc1ccc(F)cc1
    -5%, -2%, -30%, 25%[38.3 µM], 2%, 5%, -123%[inhibitor]
CCOC(=O)N1CCC(NC(=O)c2cnn3ccccc23)CC1
    -1%, 3%, -4%, 27%[38.3 µM], -15%, 8%, -7%
O=C(NC1CCCc2ccccc21)c1n[nH]c(=O)c2ccccc12 (stereo not drawn)
    1%, 2%, -17%, 6%, 8%, 1%, -48%[inhibitor]
COc1ccccc1/C=N/NC(=O)c1ccc(Br)cc1
    -8%, 2%, 15%, -6%, 3%, 4%, -10%
CCCN(C(=O)c1ccco1)c1nnc(-c2cccc(C)c2)s1
    9%, -9%, -9%[9.22 µM], 15%, -8%, 12%, -8%[10 µM]
c1ccc(Oc2nc3ccccc3n3cccc23)cc1
    -9%, 7%, -33%, 4%[38.3 µM], 1%, 10%, -42%[inhibitor]
CC(C)(C)c1cc(NC(=O)c2cc(F)c(F)c(F)c2F)no1
    1%, -5%, -20%, 15%[38.3 µM], -1%, 5%, 21%[1.9 µM]
CCN(CC)c1ccc(/C=N/NC(=S)NCc2ccco2)cc1
    -2%, ?, -3%, 7%, 5%, 5%, .
Cc1cccc(N2CCN(C(c3ccncc3)c3nnnn3C(C)(C)C)CC2)c1C (stereo not drawn)
    -11%, -13%, 21%, 14%, -11%, 3%, .
O=C(Nc1cccc(C(F)(F)F)c1)Oc1ccc(Cl)c2cccnc12
    4%, -5%, 0%[9.22 µM], ., -4%, -9%, -39%[10 µM]
CCOC(=O)C(C)Sc1nnc(CSc2nc3nc(C)cc(C)n3n2)o1 (stereo not drawn)
    4%, -4%, -3%, 2%, 5%, 11%, ?
CCc1c2c(nc3cccc(SC)c13)COC2
    7%, ., ., -12%, ., 11%, -76%[inhibitor]
CC(=O)Nc1cccc(-c2csc(Nc3ccc(Cl)cn3)n2)c1
    1%, 11%, -13%[9.22 µM], 1%, 9%, 5%, -68%[inhibitor]
COc1ccc(Br)cc1CNc1ccc2[nH]c(=O)[nH]c2c1
    5%, 1%, 16%, 7%, ?, 17%, 30%
COC(=O)c1ccc(N2CN=C(c3ccc(C)cc3)NC2=S)cc1
    1%, 3%, -13%, 8%, 6%, 1%, 18%[10 µM]
CCOC(=O)C1CCN(C(=O)c2oc3ccc(S(=O)(=O)N4CCCCCC4)cc3c2C)CC1
    -15%, 5%, 27%, ., -2%, ., -2%
Cc1ccc(C(=O)N2CCCC2)cc1S(=O)(=O)Nc1cccc(C)c1C
    7%, 10%, 0%, 6%, -16%, 16%, ?
COc1cccc2c(=O)n(CC(=O)Nc3ccccc3F)ccc12
    -12%, -2%, 14%, 4%[38.3 µM], 7%, 1%, 2%[10 µM]
CN(C)CCP(=O)(c1ccccc1)c1ccccc1
    -3%, -6%, 4%[9.22 µM], 1%, 6%, 8%, -41%[inhibitor]

# High-throughput results as filed in PubChem.
